Screening data as filed in PubChem BioAssay.
Lipid storage S3 – qHTS Assay for Lipid Storage Modulators in Drosophila S3 Cells; Drosophila S3 cells, BODIPY lipid droplet fluorescence, 18-24 h; cells fed with added oleic acid; Potency in µM for hits, for the others lipid storage change, negative = inhibition, % at the top dose, mostly 46.1 µM; actives 0.64% (n = 320,000); AID 2685; active = well fitted inhibition curve with a large enough effect in the signal ratio, with a control signal flat, not every such curve was filed as active; inconclusive = small, poorly fitted or top-dose-only effect, or effect the other way, or a change in a side signal; the % refers to the signal ratio
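Laser-scanning cytometry quantifies lipid droplet accumulation (500–530 nm total intensity; droplet/cell object ratio) in oleic acid-fed (400 uM added) Drosophila S3 cells treated with a concentration series. 20 uM Triacsin C defined 100% inhibition.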
Lipid storage S3 cell count max – second read-out of Lipid storage S3, no call of its own (marks repeat the call); cell number change, %; measured here: cell count max response;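 cells counted by Cell Tracker Red CMTPX staining in the red channel; peak over a dose series mostly up to 46.1 µM; percent activity relative to internal control wells on each plate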
The depositor's hits bear a star; i = inactive; ? = inconclusive; · = not tested or not shown; [ ] = dose if it differs, or a comment. % is scaled to controls: 0 for no effect and ±100 for the full control effect; potency is read from the fitted curve at half-maximal effect. This is a subset (hit frequency here may not be typical).

SMILES	Lipid storage S3	Lipid storage S3 cell count max
N#Cc1ccc2[nH]c(CO)c(-c3ccccc3)c2c1	?	·
Cc1cc(N)n(-c2ccc(Cl)cc2)n1	?	·
O=[N+]([O-])c1ccccc1O[C@@H]1O[C@H](CO)[C@H](O)[C@H](O)[C@H]1O	-18%	-3
CCOC(=O)c1c(CSc2ccccc2)n(C)c2ccc(O)c(CN3CCOCC3)c12	?	·
Cc1cc(=O)oc2c1c(C)nn2-c1ccc(Br)cc1	19%	16
CC(=O)CSc1ccc(S(=O)(=O)N2CCN(C)CC2)cn1	?	·
O=C(CN1C(=O)c2ccccc2S1(=O)=O)Nc1ccccn1	?	·
O=C(c1ccc2c(c1)N(Cc1ccccc1F)C(=O)c1ccccc1S2)N1CCOCC1	?	·
Cc1ccc(S(=O)(=O)N(C)CC(=O)O/N=C(\N)c2cccc([N+](=O)[O-])c2)cc1	?	·
CC(C)C1N(c2ccccc2)C(N)=C(C#N)C1(C#N)C#N (stereo not given)	?	·
O=C(c1cccc(S(=O)(=O)N2CCN(c3ccc(F)cc3)CC2)c1)N1CCCCCCC1	?	·
CCOC(=O)N1CCN(C(=O)c2oc3ccc(S(=O)(=O)N4CCCCC4)cc3c2C)CC1	14%	·
COCCNc1nc(-c2cc(-c3ccccc3)on2)cc(C(C)C)n1	16%	-11
CCC1CCc2c(c3ccccc3[nH]c2=O)O1 (stereo not given)	-8%	7
COc1ccc(CN2CCN(Cc3nc4ccccc4s3)CC2CCO)c(C)c1C (stereo not given)	?	·
CCC1(CC)NC(=O)N(CC(=O)OCC(=O)Nc2cc(C)ccc2C)C1=O	16%	11
Cc1cccc(NC(=O)c2ccc3nc(N4CCOCC4)sc3c2)c1C	?	·
CCCn1c(NCc2cccc(OC)c2O)nc2ccccc21	0%	19
O=c1nc2ccc(Cl)cn2c2ccc(S(=O)(=O)N3CCCCC3)cc12	?	·
CC(CC(=O)Nc1ccc2c(c1)OCO2)c1ccccc1 (stereo not given)	?	·
Cc1c(NC(=O)c2cnn3c2NC(c2ccco2)CC3C(F)(F)F)c(=O)n(-c2ccccc2)n1C (stereo not given)	i	·
Cc1ccc(S(=O)(=O)N2CCN(C(C)C)CC2)cc1	-8%	4
O=C(CCNS(=O)(=O)c1ccc(Cl)cc1)N1CCN(c2ccccn2)CC1	?	·
COc1ccc(C(CNC(=O)c2cc(SC)ccc2Cl)N(C)C)cc1 (stereo not given)	-20%	-1
C[C@@H]1CN(C(=O)c2nc3ccc(Cl)cn3c2CN(C)CCc2cnn(C)c2)C[C@H](C)O1	i	-6
COc1ccc(OC)c(C(c2c(C)[nH][nH]c2=O)c2c(C)[nH][nH]c2=O)c1	6%	26
COc1ccc2nc(C)cc(SCC(=O)N3CCCCC3)c2c1	-6%	-20
CCCNC(=O)c1ccc(C2SCC(=O)N2CCc2ccccc2)cc1 (stereo not given)	12%	-8
CCCCNc1ccc2nsnc2c1[N+](=O)[O-]	5%	-10
CC1(c2ccc(OC(F)F)cc2)NC(=O)N(CC(=O)Nc2ccccc2)C1=O (stereo not given)	?	·
O=C(/C=C/c1ccccc1)NC(=S)NNS(=O)(=O)c1ccccc1	-1%	0
COc1ccc(CCN=C(N)NS(=O)(=O)c2ccc(F)cc2)cc1OC	24%	·
Cc1cc2c(c(=O)n1-c1ccccc1)C1O[C@](c3ccsc3)(Cc3ccccc31)O2	-22%[9.22 µM]	-7
CC1(C)CC(=O)C2=C(C1)Nc1ccccc1NC2c1cccnc1 (stereo not given)	?	·
S=c1[nH]nc(CCc2ccccc2)n1-c1ccc(Cl)cc1	-5%	-21
O=C(Cc1cccs1)N1CCN(C(=O)C2CCCO2)CC1 (stereo not given)	?	·
CC(=O)c1c(Nc2ccccc2)sc(C(=O)c2ccccc2)c1C	?	·
CC(C)CC(=O)Nc1nnc(S(=O)(=O)N(C)Cc2ccco2)s1	?	·
C=CCN1C(=O)C(=O)N(Cc2nc3ccccc3s2)C1=O	?	·
CCn1cc(C(=O)N2CCCC2)c(=O)c2cc(S(=O)(=O)N3CC(C)CC(C)C3)ccc21 (stereo not given)	?	·
O=c1cc(CSc2nc(NCc3ccccc3)c3ccccc3n2)nc2ccc(Cl)cn12	7%	20
Cc1cc(C)n(CC(=O)N/N=C/c2cc(Br)cc([N+](=O)[O-])c2O)n1	-18%	0
CCCCCCCN=CC1=C(O)CC(c2ccccc2)CC1=O (stereo not given)	?	·
COc1ccc(CCNC(=O)c2cc([N+](=O)[O-])cc([N+](=O)[O-])c2)cc1OC	?	·
CC(=O)N1CSCC1C(=O)O (stereo not given)	?	·

Reformatted: results already given.
| Lipid storage S3 | Lipid storage S3 cell count max | Structure |
| --- | --- | --- |
| ? | · | CCn1cc(C(=O)N2CCCC2)c(=O)c2cc(S(=O)(=O)N3CC(C)CC(C)C3)ccc21 (stereo not given) |
| 7% | 20 | O=c1cc(CSc2nc(NCc3ccccc3)c3ccccc3n2)nc2ccc(Cl)cn12 |

The results go on:
SMILES	Lipid storage S3	Lipid storage S3 cell count max
CC1(C(=O)Nc2cccc(S(=O)(=O)N3CCOCC3)c2)Cc2ccccc2C(=O)O1 (stereo not given)	?	·
OC(COCC1CC=CCC1)Cn1cnc2ccccc21 (stereo not given)	?	·
CC#CCN1c2ccccc2[C@]23C[C@@H](C(=O)OC)N(C(=O)OCC)C2=NC(C(=O)OC)=C(C(=O)OC)[C@H]13	4%	10
CC1CN(C/C(=N\O)C23CC4CC(CC(C4)C2)C3)CC(C)O1 (stereo not given)	-1%	-16
COc1cccc(Cn2nnc(C(=O)NCc3ccccc3Cl)c2N)c1	?	·
CCn1c(SCC(=O)NCC2CCCO2)nc2ccccc21 (stereo not given)	2%	-1
COc1ccc(N2C(=O)c3ccc(C(=O)Nc4ccc(NC(C)=O)cc4)cc3C2=O)cc1	?	·
COc1ccc(N2CC(C(=O)Nc3cccnc3)CC2=O)cc1 (stereo not given)	i	24
O=C(/C=C/c1ccc(F)cc1)NCCC1=CCCCC1	-3%	-4
O=C(Nc1ccccc1)C1CCCN(C(=O)c2ccc(Cl)cc2)C1 (stereo not given)	?	·
C/C(C=O)=C/c1ccccc1	?	·
CCN(CC(=O)NCc1cccs1)C(=O)c1cccc(S(=O)(=O)Nc2ccccc2Cl)c1	-11%	-1
COc1ccc(NC(=O)c2cc(C3CC3)on2)c(OC)c1	i	·
c1coc(CNc2nc3sc4c(c3c3ncnn23)CCCC4)c1	6%	-25
O=C(NNC(=S)Nc1ccc(F)c(Cl)c1)c1ccccc1Br	?	·

Sorted by the number under Lipid storage S3 (descending): six of the compounds above.
compound	Lipid storage S3	Lipid storage S3 cell count max
CCC1(CC)NC(=O)N(CC(=O)OCC(=O)Nc2cc(C)ccc2C)C1=O	16%	11
COc1ccc(OC)c(C(c2c(C)[nH][nH]c2=O)c2c(C)[nH][nH]c2=O)c1	6%	26
CCn1c(SCC(=O)NCC2CCCO2)nc2ccccc21 (stereo not given)	2%	-1
O=C(/C=C/c1ccccc1)NC(=S)NNS(=O)(=O)c1ccccc1	-1%	0
Cc1cc(C)n(CC(=O)N/N=C/c2cc(Br)cc([N+](=O)[O-])c2O)n1	-18%	0
COc1ccc(C(CNC(=O)c2cc(SC)ccc2Cl)N(C)C)cc1 (stereo not given)	-20%	-1

Next section:
SMILES	Lipid storage S3	Lipid storage S3 cell count max
O=C1[C@@H]2Cc3ccccc3CN2C(=O)N1c1cccc(F)c1	i	24
O=[N+]([O-])c1ccn(-c2nc(-c3ccccc3)cc(C(F)(F)F)n2)n1	0%	3
Cc1cc(C(F)F)n2nc(C(=O)Nc3ccc(S(=O)(=O)N4CCCC4)cc3)nc2n1	?	·
CCOC(=O)c1nn(-c2ccccc2)c(=O)c2c(N)scc12	?	·
CCN(CC)C(=O)CSc1nc2c(sc(=S)n2-c2ccccc2)c(=O)[nH]1	?	·
COc1ccc(C2C(C(=O)Nc3cccnc3)=C(C)Nc3nc(-c4cccs4)nn32)cc1OC (stereo not given)	?	·
C=CCNC(=S)NNC(=O)c1ccc(Br)cc1	0%	-7
COc1ccc(CN(Cc2cc3cccc(C)c3n3nnnc23)C(=O)N2CCOCC2)cc1	18%	11
CCN(CC)S(=O)(=O)c1ccc(C(C)NCC(=O)Nc2ccccc2C(=O)NC2CC2)cc1 (stereo not given)	?	·
CCOC(=O)NC(Nc1nc2ccccc2s1)(C(=O)OCC)C(F)(F)F (stereo not given)	?	·
COc1cccc(NC(=O)Nc2ccc3c(c2)OCO3)c1	?	·
Cc1cc(C)cc(OCC(=O)Nc2ccc(N3CCOCC3)cc2N2CCOCC2)c1	-22%	4
COc1ccc(Br)cc1CN1CCN(Cc2c[nH]c3ccccc23)CC1	?	·
NNc1nc2sc3c(c2c(=O)n1-c1ccccc1)CCCC3	?	·
COc1ccc(S(=O)(=O)c2c(O)c3ccc(C(=O)Nc4cccc(F)c4)cc3[nH]c2=O)cc1	i	-19
Cc1ccc(COC(=O)c2ccc3ccccc3n2)cc1	?	·
CN(CCc1ccccn1)C(=S)NC(=O)c1ccco1	2%	23
CCCC(=O)NC(c1ccccc1)c1c(O)ccc2ccccc12 (stereo not given)	?	·
CC(=O)c1c(N2CCC(C(N)=O)CC2)nc(=S)n(-c2ccccc2)c1C	-3%	6
O=S1(=O)CCOCCCN1Cc1ccccc1Br	26%	7
CC(C)N1CCN(Cc2cccc(-n3cccn3)c2)CC1CCO (stereo not given)	?	·
Cn1nc(C(=O)Nc2ccc3c(c2)OCCO3)cc1C(=O)O	-13%	16
O=C(CSc1ccc(-c2ccco2)nn1)Nc1cccc(F)c1	?	·
O=c1cc(-c2ccc(O)c(O)c2)oc2c(C3O[C@H](CO)[C@@H](O)[C@H](O)[C@H]3O)c(O)cc(O)c12 (stereo not given in full)	9%	9
COc1ccc(C2(c3ccc(OC)cc3)NC(=O)N(CC(=O)NCC(F)(F)F)C2=O)cc1	?	·
Cc1cc(C)c(C(=O)COC(=O)C2CCN(c3ccc(C(F)(F)F)cn3)CC2)cc1C	?	·
O=C(CSC1=NNC(c2ccccn2)S1)Nc1ccc(C(F)(F)F)cc1 (stereo not given)	3%	·
COc1cc(C)c(CN2CCC(Oc3ccc(C(=O)N4CCCC4)cc3)CC2)cc1C	?	·
Cc1ccc(/C=N\NC(=O)Cn2c(C)nc3ccccc32)o1	?	·
Cc1cccc(C)c1NC(=O)C(NC=O)c1ccc(N(C)C)cc1 (stereo not given)	?	·
Cc1ccc(CNC(=O)C2CCC(=O)N2CCc2ccccc2)cc1 (stereo not given)	16%	13
Cc1noc(C)c1CSc1nc2ccccc2n1C	?	·
CN1CCN(c2ccccc2NC(=O)Cn2ncc3c([nH]c4ccccc43)c2=O)CC1	i	·
COc1ccc(/C(O)=C2/C(=O)C(=O)N(CCCC(=O)O)C2c2ccc(OC)c(OC)c2)cc1 (stereo not given)	?	·
Cc1cccc(NC(=O)CCN2CCC(C)CC2)c1	19%	5
CCNC(=S)N(Cc1ccc(OC)cc1)C1CC(=O)N(c2ccc(OCC)cc2)C1=O (stereo not given)	?	·
Cc1cc(C)cc(OCC(=O)Nc2nc(-c3ccccn3)cs2)c1	?	·
O=Cc1ccccc1OCc1nnsc1Cl	?	·
Fc1ccc(Oc2cc(N3CCOCC3)nc(-c3ccccc3)n2)c(F)c1	4%	5
CCCCOC(=O)Nc1ccc(C(C)C)cc1	?	·
COc1ccc(NC(C)=O)cc1CNC(=O)COc1c(C)c(C)cc(C)c1C	?	·
COc1cccc(N(CC(=O)NC2CCCCCC2)S(=O)(=O)c2ccccc2)c1	?	·
NC(=O)c1coc(-c2ccccc2)n1	7%	·
COCCOC(=O)C1=C(C)OC(N)=C(C#N)C1c1ccco1 (stereo not given)	-6%	·
CC(C)CC(=O)NC(=S)Nc1ccc(CN2CCOCC2)cc1	-3%	-2
O=C(c1ccco1)N1CCN(c2c(-c3ccccc3)c3cc(Cl)ccc3[nH]c2=O)CC1	?	·
CSc1cccc(NC(=O)Cn2cccc2)c1	14%	24
CCCCOC(=O)c1ccc(NC(=O)COC(=O)C2CSC3(C)CCC(=O)N23)cc1 (stereo not given)	25%	·
Cc1c(NC(=O)c2n[nH]c(=O)c3ccccc23)c(=O)n(-c2ccccc2)n1C	-5%	5
Cc1nn(CC(=O)N2CCN(c3cccc(C(F)(F)F)c3)CC2)c(=O)c2cccn12	?	·
CN(C(=O)COC(=O)c1cc(S(=O)(=O)N(C)C)ccc1Cl)C1CCS(=O)(=O)C1 (stereo not given)	14%	·
CCN(C(=O)CSc1nccn1C)c1cccc2ccccc12	?	·
Cc1[nH]c2ccccc2c1/C=N/NC(=O)CNC(=O)c1ccco1	-15%	7
COc1ccc(C2CC(=O)Oc3c(C(CCN4CCCC(C)C4)c4ccc(N(C)C)cc4)c(OC)cc(OC)c32)cc1 (stereo not given)	7%	-1
CC(C(=O)Nc1ccccc1Sc1ccccc1)N(c1ccccc1)S(C)(=O)=O (stereo not given)	?	·

Single records, as listed above.
COc1ccc(OC)c(C(c2c(C)[nH][nH]c2=O)c2c(C)[nH][nH]c2=O)c1 as listed: Lipid storage S3 = 6%; Lipid storage S3 cell count max = 26
CCOC(=O)N1CCN(C(=O)c2oc3ccc(S(=O)(=O)N4CCCCC4)cc3c2C)CC1 as listed: Lipid storage S3 = 14%; Lipid storage S3 cell count max = ·
